VHR inh abs = inhibitors of human VHR1 phosphatase (DUSP3); P51452; recombinant VHR phosphatase, pNPP absorbance; inhibition, % at 13.3 µM; 290,000 compounds, 0.52% hits; in the data active = inhibition above about 50%; note: some compounds called inactive have numbers as strong as hits
Target sequence (P51452 whole entry, looked up): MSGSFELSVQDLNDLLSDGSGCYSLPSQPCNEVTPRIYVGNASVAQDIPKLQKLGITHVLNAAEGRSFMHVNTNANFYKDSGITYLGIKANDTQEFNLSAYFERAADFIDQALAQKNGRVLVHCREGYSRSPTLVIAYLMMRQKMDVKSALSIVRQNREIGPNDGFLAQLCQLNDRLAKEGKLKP
BoNT-A LC inh2 = BoNT A light chain protease inhibition. inhibition, % at 10 µM. multiplex microsphere protease substrate cleavage, flow cytometry. 360,000 compounds, 0.17% hits; note: plate controls were buffer without enzyme for full effect and enzyme alone for no effect
MazF activator = activators of E. coli MazEF toxin-antitoxin RNase; FAM/BHQ RNA-DNA oligo cleavage fluorescence, 5 h; P0AE70; 350,000 compounds, 0.32% hits; activation, % at 20 µM; in the data active = activation above about 50%
Target sequence (P0AE70 whole entry, looked up): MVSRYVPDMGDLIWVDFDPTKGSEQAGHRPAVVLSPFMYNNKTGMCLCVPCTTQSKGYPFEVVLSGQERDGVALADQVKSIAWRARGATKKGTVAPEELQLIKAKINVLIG
CCHF vOTU inh = CCHFV vOTU protease inhibition. inhibition, % at 11.5 µM. 370,000 compounds, 0.55% hits. AID 651958. Pep-AMC fluorescence; in the data active = inhibition above about 30%; note: 0% = vehicle wells with enzyme and 100% = no enzyme wells
PrPC TRFRET = reduces human prion protein on the cell surface | inhibition, % at 13.8 µM | AID 720596 | cell surface PrPC, TR-FRET read-out | P04156 | 370,000 compounds, 0.43% hits; in the data active = inhibition above about 24%; note: 0% = median of the test wells and 100% = reference compound wells
Anthrax LF prot = inhibitors of Bacillus anthracis lethal factor protease; P15917; inhibition, % at 10 µM; 360,000 compounds, 0.12% hits; multiplex microsphere protease cleavage assay, LF; note: plate controls were buffer without enzyme for full effect and enzyme alone for no effect
Rv3671c inh = inhibits the M. tuberculosis serine protease Rv3671c. P9WHR9. inhibition, % at 5.96 µM. 320,000 compounds, 0.048% hits; in the data active = inhibition above about 38%;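 note: extracellular domain of Rv3671c used as enzyme; 0% = enzyme with DMSO and 100% = no enzyme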
Target sequence (P9WHR9 whole entry, looked up, the tested form may be a part): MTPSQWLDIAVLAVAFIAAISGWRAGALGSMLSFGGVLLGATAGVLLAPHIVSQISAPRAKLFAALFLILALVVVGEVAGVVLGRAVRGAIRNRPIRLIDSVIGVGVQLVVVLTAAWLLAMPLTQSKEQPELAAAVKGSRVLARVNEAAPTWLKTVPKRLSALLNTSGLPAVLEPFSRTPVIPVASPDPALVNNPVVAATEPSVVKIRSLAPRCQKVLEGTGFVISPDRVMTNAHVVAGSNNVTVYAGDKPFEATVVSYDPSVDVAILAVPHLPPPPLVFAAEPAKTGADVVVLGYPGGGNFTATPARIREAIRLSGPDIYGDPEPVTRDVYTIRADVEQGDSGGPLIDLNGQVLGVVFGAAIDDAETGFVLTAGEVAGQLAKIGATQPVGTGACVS
SARS 3CLpro inh = SARS-CoV 3CLpro protease inhibition; recombinant SARS-CoV 3CLpro, quenched FRET peptide cleavage; AID 1706; inhibition, % at 6 µM; 290,000 compounds, 0.14% hits; P0C6X7; in the data active = inhibition above about 12%
BoNT-F LC inh = blocks Botulinum neurotoxin F light chain protease; AID 588497; inhibition, % at 10 µM; Multiplex microsphere protease cleavage assay, flow cytometry; 360,000 compounds, 0.22% hits; in the data active = inhibition above about 35%, passing the limit was not always enough; inconclusive = no clear call, values can overlap the other calls; note: plate controls were buffer without enzyme for full effect and enzyme alone for no effect
SSB-PriA inh = inhibitors of Klebsiella pneumoniae PriA binding to SSB C-terminal tail; 430,000 compounds, 0.6% hits; inhibition, % at 33 µM; AlphaScreen SSBct-PriA binding, biotinylated peptide; AID 1272365; in the data active = inhibition mostly above about 37%, no sharp cut-off; inactive = mostly below about 20%;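 note: plate controls were negative control peptide for no effect and reference peptide for full effect; strong numbers were not always called active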
* = called active by the depositor; i = inactive; ? = inconclusive; . = not tested or not shown; & = joins results of further samples. Cut-off read from the data, not from the text of the source, unless noted: active = inhibition above about 30%; inconclusive = no clear call, values can overlap the other calls; inactive = below that.

SMILES	VHR inh abs	BoNT-A LC inh2	MazF activator	CCHF vOTU inh	PrPC TRFRET	Anthrax LF prot	Rv3671c inh	SARS 3CLpro inh	BoNT-F LC inh	SSB-PriA inh
CCOC(=O)c1cn2nc(Oc3cccc(F)c3)ccc2n1	-4	.	7	-29	11	.	5	6	.	4
O=C1/C(=C\c2cccs2)SC(=S)N1C1CCS(=O)(=O)C1 (centres undefined)	4	4.1	4	12	6	1	-7	-3	1	11
Cn1c(=O)[nH]c(=O)c2c1nc(N1CCOCC1)n2CCSc1nc2ccccc2[nH]1	35	-1.1	7	-8	1	11	2	-7	3	-1
C[C@@H](NC(=O)c1nc[nH]c1C(=O)N1CCN(c2ccccc2)CC1)c1ccccc1	.	0.5	5	-1	5	2	-1	.	2	3
Cc1cc(C(=O)N/N=C/c2ccccc2)c(C)o1	30	0.4	5	-9	4	?	2	-1	0	i
COc1ccc(NC(=O)COC(=O)CCc2ccc(S(=O)(=O)N3CCOCC3)cc2)cc1OC	.	1.5	3	-2	1	-1	1	.	1	0
c1ccc(-c2nc(-c3ccncc3)no2)cc1	-10	0.2	5	8	-1	1	7	-1	-8	-6
CC(C)C12CN3CC(C(C)C)(CN(C1)C3c1cccnc1)C2=O (centres undefined)	31	0.0	3	-11	-1	-3	3	-3	-6	-2
COc1ccc(Nc2ccc(Nc3ccc(OC)cc3)nn2)cc1	-9	-0.3	5	-15	-9	-1	-2	0	-11	23
O=C(COc1cccc([N+](=O)[O-])c1)NN1C(=O)c2ccccc2C1=O	2	1.3	10	9	-10	-12	7	2	28	14
CC1(C(=O)NS(=O)(=O)c2ccc(F)cc2F)CCN1C(=O)C1CCCCC1 (centres undefined)	.	0.5	.	-8	-7	-8	.	.	-6	.
COc1ccc(C)cc1S(=O)(=O)NCC(c1ccc2c(c1)OCO2)N1CCN(C)CC1 (centres undefined)	.	.	1	14	-4	.	-3	.	.	8&-10
C=CCn1c(CCNC(=O)c2cccs2)nnc1SCC(=O)c1ccc(Br)cc1	16	-1.1	-2	4	0	1	-4	4	0	14
O=C(O)CCC(=O)CCC(=O)c1ccccc1	13	?	14	1	0	-2	-2	2	-3	-17
CCN1C=CC(=C2C(=O)c3ccccc3C2=O)C=C1	35	-3.9	-8	3	-38	-5	-2	1	-9	-12
NC(=O)C(NC(=O)OCc1ccccc1)c1ccccc1 (centres undefined)	.	0.1	3	9	1	2	-2	.	-3	-3
Cc1cccc(C)c1-n1c(=O)n(Cc2ccccc2)c(=O)c2[nH]cnc21	29	?	0	0	-1	-16	-3	2	?	1
CCOc1ccc(N2CC(C(=O)Nc3ccc(S(=O)(=O)Nc4ncccn4)cc3)CC2=O)cc1 (centres undefined)	19	0.9	1	14	7	-1	6	-1	-9	-6
CN(C(=O)CSc1nnc(-c2ccccc2)n1C)C1CCS(=O)(=O)C1 (centres undefined)	27	-0.4	3	5	8	-2	4	-5	-2	-9
COc1ccc2c(-c3ccccc3)cc(SCC(N)=O)nc2c1	11	2.2	-24	-3	5	-5	-10	5	9	1
O=C(NCc1ccc(N2CCCC2=O)cc1)Nc1cccc2ccccc12	15	-1.2	-1	1	-4	0	-3	-3	-2	-3
Cc1ccc(S(=O)(=O)N2CCN(S(=O)(=O)c3ccccc3)C2c2ccc(N(C)C)cc2)cc1 (centres undefined)	22	0.3	2	-4	-7	-5	9	-7	5	-13
Cc1ccc(-c2nnn(CC(=O)N(CC3CCCO3)C(C(=O)NC(C)(C)C)c3ccc(F)cc3)n2)o1 (centres undefined)	18	?	-15	1	-2	-2	7	-2	-2	2
Cn1nccc1NC(=O)Nc1ccc(OC(F)(F)F)cc1	16	0.0	7	-5	-2	1	7	-1	-2	-16
O=C(NCCOc1ccccc1)C1Nc2ccc(OC(F)(F)F)cc2C2C=CCC12 (centres undefined)	.	-0.3	3	-3	1	2	0	.	-5	-7
COCCn1ccc2c(OCC(=O)NCCc3ccc(OC)c(OC)c3)cccc2c1=O	.	0.0	3	-8	0	?	10	.	?	-7
Cc1ccc(S(=O)(=O)N2[C@@H](c3ccc(F)cc3)C(C(=O)O)=CC[C@H]2c2cccc(Cl)c2)cc1	.	-0.3	2	3	-4	-3	-15	.	2	-6
CCNC(=O)[C@H]1O[C@@H](n2cnc3c(N)ncnc32)[C@H](O)[C@@H]1O	16	-0.8	-9	0	11	-4	1	1	3	-7
Nn1cnnc1N/N=C/c1ccc(Cl)c([N+](=O)[O-])c1	-7	-0.8	3	99*	-22	3	-144	4	-5	.
CCN(CC1COc2ccccc2O1)C(=O)c1ccc(Cl)c(S(=O)(=O)N2CC(C)OC(C)C2)c1 (centres undefined)	.	4.0	2	-4	8	7	6	.	-5	-8
CCCSc1ccc(C(=O)Nc2ccc(F)cc2F)cn1	5	-0.1	5	2	13	1	-4	1	2	-10
COc1ccc(NC(=S)Nc2cccc([N+](=O)[O-])c2)cc1	33	0.9	8	2	-1	-5	3	6	7	-15
COc1ccc(Cl)cc1NC(=O)c1ccoc1C	10	-0.5	8	3	-4	-14	3	1	-2	-13
Cc1cc(=O)nc2c3ccccc3n(CC(=O)Nc3ccccc3Br)n12	-2	-5.7	3	6	9	6	-11	6	30	-7
CCCCn1c(N)c(N(Cc2ccccc2OC)C(=O)C(C)Oc2ccc(Cl)cc2)c(=O)[nH]c1=O (centres undefined)	43	-1.3	8	6	-9	-2	-4	-1	-6	-2
CS(=O)(=O)N1CCN(C(=O)CSc2ccccc2)CC1	15	0.9	-10	3	2	-10	-3	2	?	-13
Cc1nc2ccc(NS(=O)(=O)c3ccc(F)c(F)c3F)cc2s1	.	0.8	-1	0	8	6	-10	.	0	-5
COc1ccc([C@H]2Cc3cccc(O)c3C(=O)O2)cc1O	.	0.0	7	4	-3	-1	0	.	-3	-2
CC(C)(C)NC(=O)/C(=C\c1cccnc1)NC(=O)c1ccco1	26	-1.0	2	-1	0	5	-3	0	5	-19
O=C(CCN1C(=O)c2ccccc2C1=O)Nc1ccc(-c2nc3ccccc3s2)cc1	-4	-0.9	-43	-8	8	0	-10	4	-1	-10
CCOC(=O)c1cccc(NC(=O)c2cc3ccccc3o2)c1	35	-4.2	-3	-5	8	8	.	-2	?	-36
COC(=O)Cn1cccc1C(=O)c1ccccc1	-8	-0.4	0	18	7	-5	-5	8	-4	-11
Cc1cc(Cl)ccc1NC(=S)NCCCN1CCCC1=O	14	0.5	2	6	10	0	-8	1	-3	2
O=C(/C=C/c1ccc(Cl)cc1Cl)OCC(=O)N1CCCC1	.	-0.6	7	-10	-7	-4	-9	.	-8	-1
COc1cc(/C=N/Nc2nc(=O)[nH]nc2C)ccc1O	9	-1.2	-5	11	-4	-6	-8	-1	-6	.
O=C(NNC(=S)Nc1ccccc1Cl)c1ccccc1Br	31	-1.7	1	5	6	1	.	2	-15	-3
CCOC(=O)CSc1nc(N2CCOCC2)c2c(c1C#N)CC(C)(C)N(C)C2	20	1.6	-153	-13	-10	-10	-6	-39	-5	-6
O=C(COc1ccccc1)NC1C(=O)N2C(C(=O)O)=C(Cl)CSC12 (centres undefined)	-23	.	7	-7	0	.	-1	-1	.	-8
O=S1(=O)C=C(N2CCCCC2)c2ccccc21	-3	0.1	-3	0	0	-3	0	-9	0	-20
Cc1ccc2c(c1)cc1c(=O)n(CC(=O)NCc3ccccn3)nc(C)n12	11	-0.4	6	.	.	-1	-6	1	2	-3
CCN1CCN(C(=O)c2cc3ccc(OC)cc3[nH]2)CC1	91	-0.5	2	-1	-3	19	-8	-3	-2	3
CCOc1ccc(C=C2C(=O)NC(=S)NC2=O)cc1OCC	.	0.0	-11	-6	-1	-4	.	.	-7	-18
CCn1c(SCC(=O)NCc2cccs2)nnc1-c1ccncc1	15	0.6	3	9	4	0	16	-7	1	-4
CC(C)Cn1c(-c2ccccc2)nc2ccccc2c1=O	13	0.7	0	5	-12	-2	-2	-2	-6	-21
Cc1ccc(C)c2[nH]c(=O)c(CCNC(=O)C(C)(C)C)cc12	15	0.3	12	-5	1	2	7	-4	-10	-8
COc1ccc(NC(=S)Nc2cccc(C)n2)cc1	1	-0.7	4	5	10	-1	0	-3	-12	-4
COc1ccc2[nH]c(=O)c(CN(Cc3cccs3)S(=O)(=O)c3cccc4nsnc34)cc2c1	-13	1.7	-1	-18	1	-1	4	3	8	-12
COc1ccc(CNC(=O)[C@]2(C)CCC[C@@]3(C)C4CC[C@@]5(C)C[C@]4(CCC32)CC5=O)cc1 (some centres undefined)	.	0.0	2	8	3	-5	-7	.	-10	-16
Cc1ccc(NC(=O)Cn2cnc(C(=O)Nc3ccc(C)c(C)c3)n2)cc1C	.	0.0	-21	17	-6	-2	.	.	-6	1

14 consecutive compounds already listed:
SMILES	VHR inh abs	BoNT-A LC inh2	MazF activator	CCHF vOTU inh	PrPC TRFRET	Anthrax LF prot	Rv3671c inh	SARS 3CLpro inh	BoNT-F LC inh	SSB-PriA inh
O=C(COc1cccc([N+](=O)[O-])c1)NN1C(=O)c2ccccc2C1=O	2	1.3	10	9	-10	-12	7	2	28	14
CC1(C(=O)NS(=O)(=O)c2ccc(F)cc2F)CCN1C(=O)C1CCCCC1 (centres undefined)	.	0.5	.	-8	-7	-8	.	.	-6	.
COc1ccc(C)cc1S(=O)(=O)NCC(c1ccc2c(c1)OCO2)N1CCN(C)CC1 (centres undefined)	.	.	1	14	-4	.	-3	.	.	8&-10
C=CCn1c(CCNC(=O)c2cccs2)nnc1SCC(=O)c1ccc(Br)cc1	16	-1.1	-2	4	0	1	-4	4	0	14
O=C(O)CCC(=O)CCC(=O)c1ccccc1	13	?	14	1	0	-2	-2	2	-3	-17
CCN1C=CC(=C2C(=O)c3ccccc3C2=O)C=C1	35	-3.9	-8	3	-38	-5	-2	1	-9	-12
NC(=O)C(NC(=O)OCc1ccccc1)c1ccccc1 (centres undefined)	.	0.1	3	9	1	2	-2	.	-3	-3
Cc1cccc(C)c1-n1c(=O)n(Cc2ccccc2)c(=O)c2[nH]cnc21	29	?	0	0	-1	-16	-3	2	?	1
CCOc1ccc(N2CC(C(=O)Nc3ccc(S(=O)(=O)Nc4ncccn4)cc3)CC2=O)cc1 (centres undefined)	19	0.9	1	14	7	-1	6	-1	-9	-6
CN(C(=O)CSc1nnc(-c2ccccc2)n1C)C1CCS(=O)(=O)C1 (centres undefined)	27	-0.4	3	5	8	-2	4	-5	-2	-9
COc1ccc2c(-c3ccccc3)cc(SCC(N)=O)nc2c1	11	2.2	-24	-3	5	-5	-10	5	9	1
O=C(NCc1ccc(N2CCCC2=O)cc1)Nc1cccc2ccccc12	15	-1.2	-1	1	-4	0	-3	-3	-2	-3
Cc1ccc(S(=O)(=O)N2CCN(S(=O)(=O)c3ccccc3)C2c2ccc(N(C)C)cc2)cc1 (centres undefined)	22	0.3	2	-4	-7	-5	9	-7	5	-13
Cc1ccc(-c2nnn(CC(=O)N(CC3CCCO3)C(C(=O)NC(C)(C)C)c3ccc(F)cc3)n2)o1 (centres undefined)	18	?	-15	1	-2	-2	7	-2	-2	2

Compound activity: PubChem BioAssay, several laboratories

An excerpt. The share of hits here may be higher or lower than overall.
